influenza NS1A: H1N1 influenza NS1A inhibitors, functional cell based assay (AID 504329); NS1A functional cell-based assay, percent inhibition; higher % means a stronger effect; one-dose inhibition, % at 12.5 µM; IC50 in µM for titrated hits; 0.3% of 340,000 active; in the data active = a potency from the dose series; inconclusive = inhibition above about 27% without an active follow-up result; also: strong numbers were not always called active
PhoP GFP inhibition: PhoP regulon inhibitors, Salmonella typhi PhoP promoter GFP reporter, confirmatory (AID 1850) | Salmonella Typhi PhoP-promoter GFP reporter, fluorescence, 4 h; higher % means a stronger effect | inhibition, % at 50 µM, or IC50 in µM where a hit was titrated | 0.33% of 310,000 active; in the data active = a potency from the dose series; inconclusive = inhibition mostly from about 25% at the one dose, without a potency; inactive = the rest, 99 in 100 with inhibition below about 19%;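 also: 0% = induced wells with vehicle and 100% = uninduced wells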
inhibitors of VEEV: inhibitors of VEEV TC-83 cytopathic effect, confirmation, Vero cells (AID 588727); Vero cells, VEEV TC-83 cytopathic effect inhibition; higher % means a stronger effect; one-dose inhibition, % at 20 µM; IC50 in µM for titrated hits; 0.13% of 350,000 active; in the data active = a potency from the dose series; inconclusive = inhibition mostly from about 14% at the one dose, without a potency; inactive = the rest, 99 in 100 with inhibition below about 12%; also: strong numbers were not always called active
M. tuberculosis: growth inhibition of non-replicating M. tuberculosis (AID 488890) | Mycobacterium tuberculosis non-replicating, growth inhibition; higher % means a stronger effect | 0.39% of 320,000 active | one-dose inhibition, % at 25 µM; IC50 in µM for titrated hits; in the data active = a potency from the dose series; inconclusive = inhibition mostly from about 82% at the one dose, without a potency; inactive = the rest, 99 in 100 with inhibition below about 76%;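 also: plate controls were DMSO cells for no effect and high antibiotic wells for full effect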
M. tuberculosis HTS: M. tuberculosis growth inhibition, HTS (AID 449762); M. tuberculosis H37Rv growth inhibition, 7H9 media; higher % means a stronger effect; one-dose inhibition, % at 25 µM; IC50 in µM for titrated hits; 0.59% of 330,000 active; in the data active = a potency from the dose series; inconclusive = inhibition above about 70% without an active follow-up result;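 also: bacterial growth assessed after seven days of incubation; strong numbers were not always called active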
inhibitors of VEEV 10K pilot screen: also measured in inhibitors of VEEV; calls as there; inhibition, %; measured here: 10K pilot screen inhibition
The depositor's hits bear a star; i = inactive; ? = inconclusive; . = not tested or not shown.

SMILES	influenza NS1A	PhoP GFP inhibition	inhibitors of VEEV	M. tuberculosis	M. tuberculosis HTS	others
O=C1C2CC=CCC2C(=O)N1c1ccc(NCCc2ccccc2F)c([N+](=O)[O-])c1 (stereo not given)	1%	-5%	1.3%	-12%	11%
O=C(NCc1ccccc1)c1ccc(Cl)nc1	.	5%	1.0%	67%	24%
CN1CCN(C(=O)CSc2ccc(C(F)(F)F)cc2[N+](=O)[O-])CC1	-6%	0%	i	-5%	-1%
O=C(O)C1CCCCC1C(=O)NC1CCCCC1 (stereo not given)	-14%	-5%	0.8%	10%	7%
Cn1c(=O)oc2cc(S(=O)(=O)Nc3ccc(O)cc3)ccc21	-9%	-4%	0.1%	23%	-3%
COC(=O)c1ccc(C(c2c(N)n(CC(C)C)c(=O)[nH]c2=O)N2CCN(c3ccccc3)CC2)cc1 (stereo not given)	9%	-17%	2.9%	13%	7%
CCn1c(=O)cc(SCC(=O)N(C)Cc2ccccc2)c2ccccc21	5%	15%	8.5%	18%	-7%
C/C=C(/C)C(=O)O[C@@H]1c2c(ccc3ccc(=O)oc23)OC(C)(C)[C@@H]1OC(C)=O	0%	.	0.3%	21%	-5%	inhibitors of VEEV 10K pilot screen=0.4
O=C(NCCCN1CCc2ccccc2C1)C1CCN(S(=O)(=O)N2CCCC2)CC1	-5%	11%	0.6%	29%	-11%
O=C(NCCc1c[nH]c2ccccc12)C(=O)NCC1OCCN1S(=O)(=O)c1ccc(Cl)cc1 (stereo not given)	8%	10%	9.5%	23%	-7%	inhibitors of VEEV 10K pilot screen=5.2
CC(C)(C)SCCNC(=O)c1ccc(Cl)c([N+](=O)[O-])c1	2%	-3%	0.8%	45%	?
Cc1ccccc1C(=O)N1CCC(C(=O)N2CCN(S(=O)(=O)c3ccccc3F)CC2)CC1	6%	7%	1.7%	2%	6%
CC(=O)NC(Cc1ccc(C)cc1)C(=O)NC1CCN(c2ncccc2[N+](=O)[O-])CC1 (stereo not given)	3%	-6%	0.1%	-6%	6%
CN(CC(=O)Nc1ccc(Cl)c(C(F)(F)F)c1)C(=O)CCN1C(=O)C2CC=CCC2C1=O (stereo not given)	-5%	-2%	2.4%	13%	-7%
CC(C)(C)NC(=O)NC(=O)COC(=O)C1c2ccccc2Oc2ccccc21	11%	-22%	i	28%	2%
CCOC(=O)CN1CC23C=CC(O2)C(C(=O)Nc2ccc(F)cc2)C3C1=O (stereo not given)	2%	-9%	1.4%	-5%	-4%
C=C(C)COc1ccc(C2NC(=O)c3ccccc3O2)cc1OCC (stereo not given)	-6%	-5%	0.1%	21%	-1%
COc1ccccc1CNC(=O)c1cc2c(s1)CS(=O)(=O)C2	-4%	-2%	i	10%	-5%
Cc1cc(C)c2c(-n3cccc3)c(NC(=O)OCc3ccccc3)sc2n1	-7%	-8%	3.5%	8%	11%
NC(=O)CSc1nnnn1-c1ccccc1Cl	-9%	6%	0.1%	-1%	-2%

A draw from above in order of number of heavy atoms, rising.
SMILES	influenza NS1A	PhoP GFP inhibition	inhibitors of VEEV	M. tuberculosis	M. tuberculosis HTS	others
Cn1c(=O)oc2cc(S(=O)(=O)Nc3ccc(O)cc3)ccc21	-9%	-4%	0.1%	23%	-3%
CN1CCN(C(=O)CSc2ccc(C(F)(F)F)cc2[N+](=O)[O-])CC1	-6%	0%	i	-5%	-1%
O=C(NCCc1c[nH]c2ccccc12)C(=O)NCC1OCCN1S(=O)(=O)c1ccc(Cl)cc1 (stereo not given)	8%	10%	9.5%	23%	-7%	inhibitors of VEEV 10K pilot screen=5.2

Reprinted at random: seven entries already listed.
SMILES	influenza NS1A	PhoP GFP inhibition	inhibitors of VEEV	M. tuberculosis	M. tuberculosis HTS	others
Cc1cc(C)c2c(-n3cccc3)c(NC(=O)OCc3ccccc3)sc2n1	-7%	-8%	3.5%	8%	11%
Cc1ccccc1C(=O)N1CCC(C(=O)N2CCN(S(=O)(=O)c3ccccc3F)CC2)CC1	6%	7%	1.7%	2%	6%
CC(C)(C)NC(=O)NC(=O)COC(=O)C1c2ccccc2Oc2ccccc21	11%	-22%	i	28%	2%
O=C(NCc1ccccc1)c1ccc(Cl)nc1	.	5%	1.0%	67%	24%
NC(=O)CSc1nnnn1-c1ccccc1Cl	-9%	6%	0.1%	-1%	-2%
CN1CCN(C(=O)CSc2ccc(C(F)(F)F)cc2[N+](=O)[O-])CC1	-6%	0%	i	-5%	-1%
Cn1c(=O)oc2cc(S(=O)(=O)Nc3ccc(O)cc3)ccc21	-9%	-4%	0.1%	23%	-3%

Back to the main list; the six compounds before the break are reprinted first.
SMILES	influenza NS1A	PhoP GFP inhibition	inhibitors of VEEV	M. tuberculosis	M. tuberculosis HTS	others
CC(C)(C)NC(=O)NC(=O)COC(=O)C1c2ccccc2Oc2ccccc21	11%	-22%	i	28%	2%
CCOC(=O)CN1CC23C=CC(O2)C(C(=O)Nc2ccc(F)cc2)C3C1=O (stereo not given)	2%	-9%	1.4%	-5%	-4%
C=C(C)COc1ccc(C2NC(=O)c3ccccc3O2)cc1OCC (stereo not given)	-6%	-5%	0.1%	21%	-1%
COc1ccccc1CNC(=O)c1cc2c(s1)CS(=O)(=O)C2	-4%	-2%	i	10%	-5%
Cc1cc(C)c2c(-n3cccc3)c(NC(=O)OCc3ccccc3)sc2n1	-7%	-8%	3.5%	8%	11%
NC(=O)CSc1nnnn1-c1ccccc1Cl	-9%	6%	0.1%	-1%	-2%
O=C(NCC(c1ccc(F)cc1)N1CCOCC1)c1ccc(-c2ccccc2)cc1 (stereo not given)	-1%	.	3.8%	22%	3%
COc1cc(C)c(C)cc1S(=O)(=O)NC1CC(C)(C)NC(C)(C)C1	-6%	8%	i	0%	-3%
COc1ccc(CC(=O)OCC(=O)Nc2cccc(Br)c2)cc1	5%	-9%	i	?	4%
Cc1nc2ccc(S(=O)(=O)NCC(=O)O)cc2s1	-2%	2%	0.9%	-11%	-5%
Cc1nc(C)c2c(c1C(F)(F)F)-c1ccccc1C2(F)F	-4%	14%	0.5%	4%	2%
COc1ccc(CCNC2CC(=O)N(CCc3ccccc3)C2=O)cc1 (stereo not given)	4%	6%	i	55%	-1%
O=C(NCc1ccc(F)cc1)c1ccc(N2CCOCC2)c([N+](=O)[O-])c1	-3%	1%	i	0%	1%
CCOC(=O)C1(Cc2cccc(OC)c2)CCCN(C(=O)c2ccc(OC)o2)C1 (stereo not given)	5%	-6%	1.4%	16%	-1%
O=C(CSCC(=O)NC1CC1)Nc1ccccc1	9%	-5%	3.7%	-20%	-8%
Cc1ccc(SCc2ccc(C(=O)NCc3ccncc3)cc2)cc1	3%	-8%	0.3%	45%	4%
O=C(NCCc1ccncc1)c1ccccc1F	-4%	10%	1.5%	-6%	-6%	inhibitors of VEEV 10K pilot screen=0.6
O=C(NN=Cc1cccc([N+](=O)[O-])c1)c1cc(-c2cccnc2)nc2ccccc12	-3%	.	2.9%	1%	6%
O=C(N/N=C/c1ccc(-c2cccc(C(F)(F)F)c2)o1)c1cccc(F)c1	-5%	-4%	1.9%	19%	?
COC(=O)CN1CC(=O)N(c2ccccc2)C1=S	-5%	-3%	0.7%	-2%	0%
CCOC(=O)Nc1ccc2c(c1)N(C(=O)OC)c1ccccc1CC2	-5%	2%	i	-3%	2%
CCOC(=O)c1c(NC(=O)CCN2CCOCC2)sc2c1CC(C)(C)OC2	0%	7%	i	55%	-11%
COc1ccc([C@@H]2CC=C(C(=O)O)[C@H](c3ccc(F)cc3)N2S(=O)(=O)c2ccccc2C)cc1	4%	-3%	0.4%	-3%	-4%
COc1ccc(Nc2cc(Cl)nc(N)n2)cc1	1%	-2%	1.8%	2%	-1%
CCOC(=O)C1=C(C)N=C2SCCC(=O)N2C1c1ccc(C(=O)OC)cc1 (stereo not given)	-4%	-4%	1.0%	22%	-1%
CC1(C)CC(=O)C2=C(C1)Oc1ncn(CCCO)c(=N)c1C2c1ccccc1 (stereo not given)	5%	-2%	0.1%	4%	1%
CC(=O)N1CCc2cc(S(=O)(=O)NC3CCCCC3)ccc21	3%	-6%	0.1%	-8%	-4%
CC(C)Oc1ccc(OCCn2c(=S)[nH]c3c(N)ncnc32)cc1	-7%	5%	4.1%	-2%	-4%
